TbPYK inhibitor – blocks Trypanosoma brucei pyruvate kinase | Q57TT1 | TbPYK enzyme, Kinase-Glo Plus ATP luminescence, 45 min | Potency, µM (titrated, usually from 76.8 µM), without a hit: top-dose activity, negative = inhibition, hits mostly inhibitors | 0.12% of 410,000 active; active = well fitted inhibition curve with a large enough effect; inconclusive = small, poorly fitted or top-dose-only effect; also: nearly all actives have a fitted effect of over 50% in size
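Activity of T. brucei pyruvate kinase was followed by Kinase-Glo Plus luminescence after the enzyme reacted 45 min at room temperature with 130 uM ADP (final) and substrate. Test compounds were added before ADP at multiple concentrations.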
Active calls of the source: *; ? = inconclusive; [ ] = dose if it differs, or a comment. % is scaled to controls: 0 for no effect and ±100 for the full control effect; potency is read from the fitted curve at half-maximal effect. Only part of the results is shown; rates above refer to the full screens.

SMILES	TbPYK inhibitor
COC(=O)c1c(NC(=O)Cc2coc3cc(C)cc(C)c23)sc2c1CCC2	-4%
Cc1cccc(NC(=O)c2oc3ccc(S(=O)(=O)N(C)C4CCCCC4)cc3c2C)c1C	4%
COc1cc(-c2cc3nc(NCCc4ccc(S(N)(=O)=O)cc4)ccn3n2)cc(OC)c1OC	3%
CCCCNC(=O)C1(C)CCCCN1C(=O)c1ccc(C#N)cc1 (stereo not drawn)	10%
Cc1ccc(C)c(NC(=O)c2ccc3nc(CCc4ccccc4)oc3c2)c1	-5%
CN(Cc1ccccc1)C(=O)Cn1nnc(-c2ccccc2)c1COc1ccc2ccccc2c1	-1%
CCOC(=O)c1cc(=O)nc(N)s1	2%
Cc1ccc(C)c(S(=O)(=O)n2nc(C)c(S(=O)(=O)N3CCCCCC3)c2C)c1	1%
COc1ccc(CCNC(=O)CN(c2ccccc2)S(=O)(=O)N(C)C)cc1OC	0%
CN(C)S(=O)(=O)c1ccc2c(c1)N(CC(=O)Nc1ccc(F)cc1)C(=O)CS2	-2%
CC(NC(=O)C(c1ccccc1)c1ccccc1)c1ccccc1 (stereo not drawn)	-1%
O=C1C(=O)N(c2ccccc2)P(=O)(N(CCCl)CCCl)N1c1ccccc1	2%
Cc1ccc(-n2ncc(-c3n[nH]c(=S)o3)c2N)cc1C	-29%
CCOC(=O)c1ccc(-n2c(N)c(C(=O)OC)c3nc4ccccc4nc32)cc1	0%
CC(C)C[C@H]1CN([C@@H](CC(C)C)CN2CCC[C@H]2CN2C(=O)C(=O)NC[C@@H]2Cc2ccccc2)C(=O)C(=O)N1CCc1ccccc1	-1%
Cc1ccc(-n2nc3c(=O)n(C(C)C(=O)NCc4ccccc4C)nc(C)c3c2C)cc1 (stereo not drawn)	3%[15.4 µM]
Cc1ccc(Cl)cc1N1CCN(C(=O)c2c(C)oc3ncnc(N4CCOCC4)c23)CC1	0%
CCOc1ccc2c(c1)c(=O)c(C(=O)c1ccccc1)cn2Cc1ccccc1	-15%
COc1cc(CNC[C@H]2O[C@@H](n3ccc(N)nc3=O)[C@H](O)[C@@H]2O)ccc1OCc1ccc(C)cc1	-6%
O=c1cc(CN2CCN(c3ccccc3F)CC2)c2c(ccc3ccccc32)o1	-2%
CCOC(=O)c1cc(S(=O)(=O)N2CCN(c3ccccc3)CC2)[nH]n1	-8%
CCOC(=O)c1c(N)n(-c2cc(C)cc(C)c2)c2nc3ccccc3nc12	14%
O=C(NCCC1=CCCCC1)c1ccc2c(c1)N(Cc1ccc(Cl)cc1)C(=O)c1ccccc1S2=O (stereo not drawn)	-4%
O=S1(=O)CCOC[C@H](Cc2ccccc2)N1Cc1cccc(C(F)(F)F)c1	-5%

The final 6 compounds of the section above are carried over, then new ones follow.
SMILES	TbPYK inhibitor
COc1cc(CNC[C@H]2O[C@@H](n3ccc(N)nc3=O)[C@H](O)[C@@H]2O)ccc1OCc1ccc(C)cc1	-6%
O=c1cc(CN2CCN(c3ccccc3F)CC2)c2c(ccc3ccccc32)o1	-2%
CCOC(=O)c1cc(S(=O)(=O)N2CCN(c3ccccc3)CC2)[nH]n1	-8%
CCOC(=O)c1c(N)n(-c2cc(C)cc(C)c2)c2nc3ccccc3nc12	14%
O=C(NCCC1=CCCCC1)c1ccc2c(c1)N(Cc1ccc(Cl)cc1)C(=O)c1ccccc1S2=O (stereo not drawn)	-4%
O=S1(=O)CCOC[C@H](Cc2ccccc2)N1Cc1cccc(C(F)(F)F)c1	-5%
COC(=O)CC1Oc2ccccc2-n2cc(-c3ccc(F)cc3)nc21 (stereo not drawn)	0%
Cc1ccc(N(CC(=O)Nc2ccc(F)cc2F)S(=O)(=O)c2cccs2)cc1	-12%
Cn1c(=O)c2c(-c3ccccc3)n(CCCO)cc2n(C)c1=O	-2%
Cn1nc(-c2ccccc2F)c2cc(C(=O)N3CCN(C(=O)c4ccco4)CC3)sc21	-6%
Cc1cccc(C)c1Nc1c(-c2ccc(O)cc2)nc2sccn12	-6%
COc1ccc(CCCNC(=O)C2(C)Cc3c(-c4ccc5c(c4)OCO5)ccnc3O2)cc1 (stereo not drawn)	8%
COc1ccc(CN2C(=O)c3ccccc3C2c2nnnn2-c2c(C)cccc2C)cc1OC (stereo not drawn)	5%
CN(CC(=O)Nc1ccc(OC(F)(F)F)cc1)C(=O)c1ccccc1SCC(=O)N1CCCC1	-6%
O=S(=O)(Nc1nc2n(n1)C(c1ccc(F)cc1)C=C(c1ccccc1)N2)c1ccc(Cl)cc1 (stereo not drawn)	4%
CCC1NC(=O)c2cccnc2-n2c1nc1ccc(F)cc1c2=O (stereo not drawn)	3%
Cn1c(=O)n(C)c2cc(CNCc3ccc(C(=O)O)cc3)ccc21	-7%
COc1ccc(-c2c(C)nn3c(C(F)(F)F)cc(-c4ccccc4)nc23)cc1OC	7%

Looked up above.
Entry for `Cn1c(=O)c2c(-c3ccccc3)n(CCCO)cc2n(C)c1=O` in TbPYK inhibitor: -2%
Entry for `Cn1nc(-c2ccccc2F)c2cc(C(=O)N3CCN(C(=O)c4ccco4)CC3)sc21` in TbPYK inhibitor: -6%

Pulled by structure from above (five):
SMILES	TbPYK inhibitor
O=S(=O)(Nc1nc2n(n1)C(c1ccc(F)cc1)C=C(c1ccccc1)N2)c1ccc(Cl)cc1 (stereo not drawn)	4%
Cn1c(=O)c2c(-c3ccccc3)n(CCCO)cc2n(C)c1=O	-2%
Cc1ccc(N(CC(=O)Nc2ccc(F)cc2F)S(=O)(=O)c2cccs2)cc1	-12%
COc1ccc(CCCNC(=O)C2(C)Cc3c(-c4ccc5c(c4)OCO5)ccnc3O2)cc1 (stereo not drawn)	8%
Cc1cccc(C)c1Nc1c(-c2ccc(O)cc2)nc2sccn12	-6%

More entries.
SMILES	TbPYK inhibitor
O=C(NCCCCc1ccccc1)c1ccc(F)cc1	9%
COCCCN1C(=O)C(CC(=O)NCCN2CCOCC2)CC(C(=O)N(C)C)=C1C (stereo not drawn)	1%
O=C([O-])c1cc(-c2ccccc2)cc(-c2ccccc2)[n+]1CCc1ccc(Cl)cc1	4%
OC(c1cccc(CN2CCCCC2)c1)c1ncc(-c2ccccc2Cl)[nH]1 (stereo not drawn)	-6%
COc1ccc(C(=O)Cn2c(=O)n3nc(CCn4nc(C)cc4C)nc3c3cc(OC)c(OC)cc32)cc1	6%
COCC(=O)N1CCC2(CC1)CN(C(=O)Nc1cccc(F)c1)C2	2%
O=C1CCC2(CCCCC2)N1	2%
Cc1cccc(N2CCN(C(=O)C3CCCN(S(=O)(=O)c4cccc5nsnc45)C3)CC2)c1C (stereo not drawn)	-5%
COC(=O)c1ccc2c(=O)n(CCCCCC(=O)N3CCN(c4cc(C)ccc4C)CC3)c(=O)[nH]c2c1	-4%
COc1ccc(Cl)cc1N(C)C(=O)C(=O)Nc1ccc2nc3n(c(=O)c2c1)CCCCC3	-4%
CCOc1ccc(CCN2C(=S)N([C@@H](Cc3ccccc3)CN3CCC[C@@H]3CN3C(=S)NC[C@@H]3CC(C)C)C[C@@H]2Cc2ccccc2)cc1	2%
CS(=O)(=O)N1CCCCC1c1cc(C(=O)Nc2ccccc2Cl)no1 (stereo not drawn)	3%
COCC(=O)N1CCC2(CCN(Cc3cc(C(F)(F)F)cc(C(F)(F)F)c3)CC2)CC1	0%
COc1ccccc1N1CCN(C(=O)c2cnc(N3CCCCC3)c3ccccc23)CC1	0%
Cc1ccc(CNC(=O)C(=O)NCC(c2cccnc2)N2CCN(c3ccccc3F)CC2)cc1 (stereo not drawn)	0%
COc1ccccc1CC1(C)C(=O)Nc2ccc(S(=O)(=O)NC3CCCCC3)cc21 (stereo not drawn)	4%
CC1CCCN(c2csc3ccc(F)cc3c2=O)C1 (stereo not drawn)	-5%
Cn1c(=O)c(=O)n(C)c2cc(N3CCOCC3)c(NS(=O)(=O)c3ccc(Cl)cc3)cc21	?
COc1cccc(CNC(=O)c2ccc(S(=O)(=O)N3CCCCC3)cc2)c1	3%
CC1CCN(C(=O)c2c(NC(=O)c3ccccc3Cl)sc3c2CCC(C(C)(C)C)C3)CC1 (stereo not drawn)	1%
CC1(Cc2cc(Cl)ccc2C(F)(F)F)C(=O)Nc2ccc(OC(F)(F)F)cc21 (stereo not drawn)	2%
O=C(Cn1ccn(-c2ccc(F)cc2)c(=O)c1=O)NCCc1ccccc1	-6%
CCCc1c(C(=O)N/N=C(\C)c2ccccc2O)nnn1-c1nonc1N	-1%
Cc1cc(C)n(CC(=O)Nc2cc(F)ccc2F)c(=O)c1C#N	-3%
O=C(CSc1nc2ccsc2c(=O)n1Cc1ccccc1F)NCc1ccccc1	-2%
O=C(CCS(=O)(=O)c1cccc2nsnc12)Nc1ccc(F)cc1	-16%
CNc1cncc(-c2ccc(CN3CCOCC3)cc2)n1	1%
CCOc1ccc(C(=O)Nc2ccc(-n3nncc3-c3ccccc3)cc2)cc1OCC	5%
Cc1ncccc1C(=O)N1CCCC(c2cc(C(=O)Nc3ccc(C(C)(C)C)cc3)no2)C1 (stereo not drawn)	-11%
CCN(CC)CCNC(=O)c1ccc(Cn2c(=O)c3cccn3c3cccnc32)cc1	14%
COc1cccc(CNc2nc3cc(-c4ccccc4)sc3c(=O)n2C)c1OC	-10%
COc1ccc(C(O)c2nc(-c3ccc4c(c3)OCO4)cs2)cc1 (stereo not drawn)	2%
Cc1ccc(NC(=O)c2sc3nc[nH]c(=O)c3c2C)cc1Cl	0%
CCc1cccc(NC(=O)C2CCC(CNS(=O)(=O)c3ccc4c(c3)CCCC(=O)N4)CC2)c1 (stereo not drawn)	-7%
COc1ccccc1CCn1cnc(Cc2cccc(F)c2)c1C(C)C	-12%
CC(C)C(=O)Nc1c(C(=O)N2CCN(c3ccccc3F)CC2)oc2ccccc12	-2%

Next part; it opens with the two that closed the last part.
SMILES	TbPYK inhibitor
COc1ccccc1CCn1cnc(Cc2cccc(F)c2)c1C(C)C	-12%
CC(C)C(=O)Nc1c(C(=O)N2CCN(c3ccccc3F)CC2)oc2ccccc12	-2%
CCOC(=O)CSc1nc2ccc(NC(=O)c3ccc(F)cc3)cc2s1	-14%
O=[N+]([O-])c1ccc(N(CCO)CCO)c2c1no[n+]2[O-]	-23%
N#Cc1c(NC(=O)CSc2ncccn2)oc(-c2ccccc2)c1-c1ccccc1	-12%
CCC1=Nc2cc(C(=O)NCc3ccccc3Cl)ccc2Sc2ccc(C)cc21	1%
O=C(Nc1ccc(Cl)cc1)C1CCC(CNS(=O)(=O)c2ccc(Br)s2)CC1 (stereo not drawn)	-5%
C[C@@H]1CN([C@H](C)CO)C(=O)c2cc(Br)cnc2O[C@@H]1CN(C)C(=O)c1cccc(F)c1	-10%
COc1ccc2c(c1)C(=O)C1(CC2)OC1c1cccnc1 (stereo not drawn)	-7%
O=C1OCCN1N=Cc1ccco1	0%
CCc1cccc2sc(N3CCN(C(=O)C4CC4)CC3)nc12	5%
COc1cc(Cl)c(C)cc1NC(=O)CC(c1ccc(F)cc1)N1Cc2ccccc2C1=O (stereo not drawn)	-4%
Cc1nc(-c2ccccc2)sc1CCNC(=O)C(=O)Nc1ccc2c(c1)OCO2	1%
COCC(Cc1ccccc1)NC(=O)Cn1cc(C)c(=O)[nH]c1=O (stereo not drawn)	1%
COc1ccccc1NC(=O)c1oc2ccccc2c1NC(=O)c1ccc(S(=O)(=O)N(C)C)cc1	6%
CCOc1ccc(CCNC(=O)C(CC)n2nc(C)c3c(C)n(-c4ccccc4)nc3c2=O)cc1 (stereo not drawn)	-8%
CCN(CC)C(=O)C1=C(C)Nc2nc3ccccc3n2C1c1ccc(Cl)cc1 (stereo not drawn)	3%
CC1(C)c2[nH]c3ccccc3c2C[C@@H]2C(=O)N(Cc3ccccc3F)C(=O)N21	-5%
CCn1c(=O)cc(OCC(=O)N(C)c2ccc(OC)cc2)c2ccccc21	1%
O=C(CSc1nccn1Cc1ccccc1)NCc1ccccc1Cl	-4%
Cc1ccc2c(c1)N(CCC(=O)NCc1ccccc1Cl)C(=O)CO2	1%
CC1(C(=O)O)CCCN1C(=O)c1cccc(OC(F)(F)F)c1 (stereo not drawn)	3%
O=C(c1ccc2c(c1)N(Cc1ccccc1)C(=O)c1ccccc1S2(=O)=O)N1CCCC1	0%
COc1ccc(NC(=O)Cn2cc(S(=O)(=O)c3ccccc3)c(=O)c3cc4c(cc32)OCO4)cc1	6%
Nc1nc(=S)ss1	-16%
CCN(CCCNC(=O)c1nn(-c2ccc(OC)c(Cl)c2)c(=O)c2c1c1ccccc1n2C)c1cccc(C)c1	-5%
CC(C)c1ccc(NC(=O)Nc2nnc([C@H]3C[C@H](O)[C@@H](CO)O3)s2)cc1	-1%
O=C(OCc1ccccc1)N1CCCCC1c1c(Cl)cccc1Br (stereo not drawn)	1%
CCOC(=O)N1CCC(NC(=O)c2cnn(-c3ccc(OC)cc3)c2C2CCN(C(=O)OC(C)(C)C)CC2)CC1	-6%[15.4 µM]
O=C(c1cc2c(=O)[nH]c3ccccc3c2s1)N1CCN(c2ccc(F)cc2)CC1	1%
COc1cccc(-c2cnc3c(NC=O)cc(-c4cc(OC)c(OC)c(OC)c4)cn23)c1	-3%
Cc1ccc(-n2ncc3c(N4CCN(C)CC4)ncnc32)cc1C	2%
CCOC(=O)Cn1cc(Cn2c3ccccc3c(=O)n2C(C)C)nn1	1%
Cc1ccc(-n2nc3c(=O)n(CC(=O)NC(C)C)nc(C)c3c2C)cc1	-5%[15.4 µM]
CCOc1ccc(Nc2oc(/C=C/c3ccc(F)cc3)nc2C#N)cc1	0%
O=[N+]([O-])c1cc(-c2nc(-c3ccccc3)no2)ccc1NC1CCCC1	3%
CCCN1C(=O)C2(c3ccccc31)c1c(oc3ccccc3c1=O)C(=O)N2CCO (stereo not drawn)	-7%
COc1ccc(NC(=O)c2csnn2)cc1	-12%
CCc1c(C)nc2nc(-c3ccccc3)nn2c1NCc1ccc(C)cc1	4%

Bioassay records: PubChem, National Center for Advancing Translational Sciences (NCATS)
